VLA-4 inh: inhibition in a human VLA-4 binding assay; P13612; VLA-4 expressing cells, ligand binding flow cytometry; inhibition, % (about 7 µM as worked out from the volumes in the protocol); 330,000 tested, 0.2% active; AID 2557; in the data active = inhibition above about 50%
CTSL1 counter: counter-screen for PFM18AAP inhibitors: inhibitors of F. hepatica cathepsin L1. recombinant F. hepatica cathepsin L1, Z-Leu-Arg-MCA fluorescence. inhibition, % at 5.96 µM. 300,000 tested, 0.49% active. AID 1906;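 active = inhibition above the mean of all tested compounds plus 3 SD, set per screening campaign, cut at about 17% in these data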;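 also: 0% = plate median of test compound wells and 100% = 1 µM Z-Phe-Ala-diazomethylketone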
PP1 counter: blocks human PP1-alpha phosphatase, a PP5 counter-screen. P62136. purified PP1alpha, OMFP fluorescence. inhibition, % at 6.7 µM. 320,000 tested, 0.9% active. AID 2235;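 active = inhibition above the mean inhibition of all tested compounds plus 3 SD, computed separately for each screening campaign, cut at about 15% in these data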
Target sequence (P62136 whole entry, looked up): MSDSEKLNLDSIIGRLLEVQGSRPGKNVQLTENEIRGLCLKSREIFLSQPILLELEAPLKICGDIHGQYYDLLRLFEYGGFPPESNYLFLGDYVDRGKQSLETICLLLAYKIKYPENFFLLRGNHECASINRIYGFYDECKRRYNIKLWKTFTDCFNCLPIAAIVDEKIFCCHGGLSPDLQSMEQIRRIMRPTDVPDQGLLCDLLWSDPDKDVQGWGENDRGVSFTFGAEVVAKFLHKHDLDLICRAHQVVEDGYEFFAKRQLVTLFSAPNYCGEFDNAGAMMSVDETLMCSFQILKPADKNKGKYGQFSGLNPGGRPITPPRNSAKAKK
procasp3 activ: activates human procaspase-3 | recombinant procaspase-3 D3A, Ac-DEVD-pNA absorbance 405 nm | activation, % at 8.5 µM | 330,000 tested, 0.11% active | AID 463141;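 active = activation above the mean of all tested compounds plus 3 SD, cut at about 21% in these data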;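 also: 0% = DMSO alone and 100% = DMSO wells spiked with extra 5 µM PC-3 D3A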
Target sequence (P42574 whole entry D9A/D28A/D175A): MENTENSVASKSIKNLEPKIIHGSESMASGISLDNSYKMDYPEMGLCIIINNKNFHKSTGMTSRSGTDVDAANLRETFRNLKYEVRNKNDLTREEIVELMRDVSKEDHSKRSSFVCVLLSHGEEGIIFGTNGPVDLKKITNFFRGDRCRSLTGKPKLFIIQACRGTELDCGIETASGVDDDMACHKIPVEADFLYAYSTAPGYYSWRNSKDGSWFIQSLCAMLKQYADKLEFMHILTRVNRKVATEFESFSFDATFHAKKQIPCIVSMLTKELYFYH
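Test system: Procaspase-3 D3A mutant; medium: Zinc-free HEPES/NaCl buffer with 0.01% Triton X-100 at pH 7.4; reagent: DEVD-pNA substrate; doses: one concentration, 8.5 µM nominal, 0.8% DMSO; times: 1 h preincubation plus 2 h reaction at 25 °C; signal: Epi-absorbance at 405 nm of released p-nitroaniline, 0 and 120 min; replicates: singlicate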
GRK2 inh: inhibitors of human GRK2 displacing RNA aptamer; inhibition of aptamer binding, % at 10 µM; bead flow cytometry, FAM-aptamer displacement from GRK2; 330,000 tested, 0.59% active;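 active = inhibition of aptamer binding above 40%, roughly 3 SD of noise, on plates passing a quality check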;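 also: median bead fluorescence of bound FAM aptamer so fluorescent compounds give negative values; no value below 0 was filed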
JMJD2C inh: human JMJD2C demethylase inhibition. Q9H3R0. GST-JMJD2C(1-420) H3K9me3 demethylation, DELFIA europium. inhibition, % at 2.35 µM. 330,000 tested, 0.069% active. AID 2099;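 active = more than half of a compound's replicate wells show inhibition beyond 50%, single wells judged on their own value; inconclusive = some, but no more than half, of replicates pass 50% inhibition; inactive = no replicate passes 50% inhibition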;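 also: signal counts dimethyl H3K9 product captured on neutravidin plate; 0% = median of DMSO wells and 100% = 0.3 times that DMSO median; strong numbers were not always called active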
Target sequence (Q9H3R0 1-420 limits assumed): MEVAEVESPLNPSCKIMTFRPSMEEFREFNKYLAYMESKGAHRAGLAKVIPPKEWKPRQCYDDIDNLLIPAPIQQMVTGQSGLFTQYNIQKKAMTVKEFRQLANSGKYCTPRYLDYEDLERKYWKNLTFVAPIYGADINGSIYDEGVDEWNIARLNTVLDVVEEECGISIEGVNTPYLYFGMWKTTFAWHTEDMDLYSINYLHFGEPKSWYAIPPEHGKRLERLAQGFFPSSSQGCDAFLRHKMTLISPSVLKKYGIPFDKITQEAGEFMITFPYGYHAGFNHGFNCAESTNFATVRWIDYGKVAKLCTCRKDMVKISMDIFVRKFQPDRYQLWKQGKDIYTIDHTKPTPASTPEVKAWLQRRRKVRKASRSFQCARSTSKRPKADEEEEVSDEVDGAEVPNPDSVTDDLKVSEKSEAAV
proCasp7 act: counter-screen: procaspase-7 (human) activation; AID 463210; 330,000 tested, 0.093% active; activation, % at 8.5 µM; recombinant procaspase-7, Ac-DEVD-pNA absorbance 405 nm; D23A/D198A/D206A triple mutant, cannot self-cleave; scale: DMSO 0, 5 µM enzyme 100; P55210;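 active = percent activation above the screen-wide mean plus 3 SD, cut at about 25% in these data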
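System: Procaspase-7 triple mutant (PC-7 D3A); measure: % activation from two-timepoint absorbance difference, scaled to controls; times: 1 h compound preincubation, 2 h substrate cleavage, 25 °C; also added: Ac-DEVD-pNA substrate, 400 µM as added; measured by: Epi-absorbance of released pNA at 405 nm, two timepoints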
PP5 inh: inhibitors of human protein phosphatase 5 (PP5); purified PP5c, OMFP substrate fluorescence; inhibition, % at 6.7 µM; 320,000 tested, 0.18% active;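 active = inhibition above the campaign's mean inhibition across all tested compounds plus 3 SD, cut at about 9.5% in these data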;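 also: 0% = DMSO only and 100% = 100 µM cantharidin control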
HCV core dimer: HCV core protein dimerization inhibition; TR-FRET GST/Flag-core106 dimerization, 1536-well; inhibition, % at 5 µM; 300,000 tested, 0.33% active;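 active = inhibition above the mean of all tested compounds plus 3 SD, set per screening campaign, cut at about 45% in these data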
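Assay system: Tagged HCV core106 pair (GST and Flag) | Buffer or medium: KF-containing HEPES buffer, pH 7.45, DTT, CHAPS, BSA | Also added: Eu donor and XL665 acceptor anti-tag antibodies | Dosing: One concentration, 5 µM, in 0.5% DMSO | Timing: 4 h at 22.5 °C | Technique: TR-FRET 671 and 617 nm emission | Repeats: Singlicate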
* hit, by the source's call; ? = inconclusive; nt = no result given. No enrichment for hits. Share with any hit: about 2.6%.

SMILES | VLA-4 inh | CTSL1 counter | PP1 counter | procasp3 activ | GRK2 inh | JMJD2C inh | proCasp7 act | PP5 inh | HCV core dimer
CCc1ccc(NC(=O)c2cnc(N3CCN(c4ccccn4)CC3)c3ccccc23)cc1 | -11 | 4 | 2 | 2 | 2 | -12 | 2 | 1.8 | 15
O=C(C1=C(O)C(=O)N(Cc2ccco2)C1c1ccccc1)c1cccs1 (centres undefined) | -2 | 4 | 4 | -12 | 4 | 23 | -22 | -3.9 | 2
COc1ccc(-c2nnco2)cc1OC | 6 | 2 | -1 | -1 | 1 | -3 | 4 | -1.4 | 0
CCCCSc1nnc2nc(C)cc(C)n12 | 8 | -2 | -1 | 4 | 0 | 1 | -4 | 0.7 | 1
O=c1[nH]c(=O)n(Cc2ccccc2)c2nc(-c3ccco3)cc(C(F)(F)F)c12 | 5 | -1 | -3 | -2 | 4 | 4 | 8 | 2.9 | 22
COc1cc(NC(=O)c2cccc([N+](=O)[O-])c2C)ccc1NC(=O)c1ccco1 | 5 | 0 | -1 | -7 | 0 | 3 | -2 | 5.4 | -8
COc1ccc(NCC(=O)Nc2cc(S(=O)(=O)N3CCOCC3)ccc2N2CCOCC2)c(OC)c1 | 5 | -1 | -4 | -7 | 3 | 0 | -1 | -1.1 | 0
COc1cc(/C=C/C(=O)OCC(=O)c2ccc3c(c2)NC(=O)CO3)ccc1OC(F)F | -10 | nt | 2 | 0 | 0 | 4 | -10 | -1.4 | nt
CC1CN(c2ccc(Cl)nn2)CC(C)O1 (centres undefined) | 0 | 0 | 0 | 1 | 0 | -6 | -3 | 3.0 | 1
COc1cc(CNCCO)ccc1OC1CCCC1 | -1 | 2 | -5 | 8 | 0 | -4 | -4 | -0.9 | 1
OC(c1cc(-c2ccc(C(F)(F)F)cc2)nc(C(F)(F)F)c1)C1CCCCN1 (centres undefined) | 23 | 4 | 5 | 5 | 0 | -12 | -5 | 1.0 | 1
O=[N+]([O-])c1ccccc1/C=N/NC1=NCCCCC1 | -9 | 1 | -1 | 8 | 0 | 7 | -5 | -0.4 | -7
COc1ccccc1CN(CC(=O)NCc1ccco1)C(=O)CNS(=O)(=O)c1ccc(C)cc1 | -1 | -4 | 0 | 8 | 0 | -8 | 1 | 4.1 | 0
COc1ccc(-c2nc3n(c(=O)c2C#N)CCS3)c(OC)c1 | 2 | 2 | 5 | 11 | 0 | -2 | -1 | -0.3 | -2
CC(C)n1cc(NC(=O)C2CC(c3cccc(Br)c3)=NO2)cn1 (centres undefined) | 0 | -3 | -1 | 4 | 1 | 0 | 11 | -1.5 | -2
Cc1nc2ccccn2c1C(=O)N=Nc1c(O)[nH]c2ccccc12 | -20 | 4 | 0 | 4 | 3 | 0 | 5 | -2.0 | 11
CCOc1ccc(C(=O)NCc2cccnc2)cc1[N+](=O)[O-] | 4 | 2 | -4 | -2 | 2 | -1 | 1 | -2.0 | -1
CCOC(=O)c1sc(NC(=O)C2C3C=CC(C3)C2C(=O)O)nc1C (centres undefined) | 0 | 3 | -4 | 8 | 16 | -14 | -2 | -1.2 | 1
Cc1ccc2cc(/C=N/NC(=O)c3ccccc3[N+](=O)[O-])c(Cl)nc2c1 | 0 | -4 | 3 | -11 | 3 | -3 | 4 | 0.4 | 6
COc1ccc(-c2nn(CC(=O)NCCc3ccccc3)c(=S)n2C)cc1 | 4 | -1 | 0 | -5 | 0 | 5 | 11 | 2.3 | -5
O=c1nccc(Nc2ccccc2)[nH]1 | 13 | -4 | -3 | -3 | 0 | 2 | -3 | 2.5 | -1
O=C(CSc1nnc(Cc2ccccc2)n1-c1ccccc1)N1CCOCC1 | 35 | -1 | -4 | 4 | 1 | -3 | 1 | 2.3 | 3
CCCCS(=O)(=O)N1CCN(S(=O)(=O)c2ccc(Cl)s2)CC1 | -3 | -1 | -2 | 2 | 2 | -2 | 9 | -1.4 | 2
CCOC(=O)C1(CCOc2ccccc2)CCN(Cc2ccc(OC)c(O)c2)CC1 | 4 | -1 | -5 | 1 | 10 | -2 | -20 | 1.9 | -13
O=c1c(Cl)c(NCCO)ncn1-c1ccccc1 | -5 | -5 | -3 | 5 | 7 | -14 | -3 | 4.8 | 1
CCOc1ccc(NC(=S)N2CCC(NC(=O)C3CCCCC3)CC2)cc1 | -58 | -7 | 3 | 0 | 0 | -2 | -5 | 1.2 | -4
C=CCNc1nc(N2CCOCC2)nc(N2CCOCC2)n1 | 0 | -1 | -4 | -1 | 8 | -1 | -4 | 1.0 | 2
COc1ccccc1OCc1csc(NC(=O)c2ccco2)n1 | 5 | -2 | 5 | 2 | 0 | -8 | 11 | 3.1 | 7
COc1ccc(OC)c(C2C(C(C)=O)=C(O)C(=O)N2CCc2ccc(OC)c(OC)c2)c1 (centres undefined) | 15 | 0 | 5 | 2 | 1 | 6 | -4 | 2.7 | -3
CCN(c1ccccc1)S(=O)(=O)c1cccc(C(=O)NCc2ccncc2)c1 | 29 | -1 | -2 | 9 | 1 | -2 | 6 | -0.1 | 0
CC(=O)Nc1ccc(S(=O)(=O)N2CCN=C2SCc2ccc(F)cc2)cc1 | -20 | 1 | 0 | -3 | 4 | -10 | 5 | 7.1 | 3
C=CCN(C(=O)C1CC(=O)N(C2CCCC2)C1)c1nc(-c2ccc(S(C)(=O)=O)cc2)cs1 (centres undefined) | 1 | nt | -1 | -1 | 0 | -2 | -10 | 1.9 | nt
CCOC(=O)c1sc2nc3c(cc2c1N)COC(C)(C)C3 | 9 | 0 | -3 | -8 | 0 | 11 | 0 | 1.3 | -5
CC(=O)N1CCc2cc(S(=O)(=O)Nc3ccc(C)cc3C)ccc21 | 0 | 0 | -3 | -6 | 18 | -23 | -3 | 0.2 | 5
CCN(CC)C(=O)CSc1nc2cc3c(cc2c(=O)n1Cc1ccc(OC)cc1)OCO3 | 0 | -1 | 2 | -3 | 0 | -20 | 2 | 1.7 | 9
Cc1ccc(NC(=O)CN2CCN(c3ccccn3)CC2)cc1S(=O)(=O)N(C)C | 10 | -2 | -1 | 8 | 1 | 5 | 7 | 0.1 | -2
Cc1ccc(S(=O)(=O)Nn2c(C)nnc2-n2nc(C)cc2C)cc1 | -13 | -5 | -1 | -9 | 0 | 10 | 0 | 2.1 | 2
Cc1ccc(C)c(Cc2c(C)nc3c(C(=O)N4CCOCC4)cnn3c2C)c1 | 11 | -3 | -3 | -4 | 0 | 15 | 6 | 1.0 | 0
COc1ccc(NC(=O)N(CCO)Cc2cc3c(C)cc(C)cc3[nH]c2=O)cc1 | 5 | 2 | 0 | 0 | 3 | 4 | 5 | -1.3 | 1
Cc1ccc2nc(-c3cccc(SC4CCCCC4)c3)c(NCc3ccccc3)n2c1 | 7 | nt | nt | 9 | 2 | nt | 3 | nt | nt

Quoted at random: three records from the list, in no set order.
SMILES | VLA-4 inh | CTSL1 counter | PP1 counter | procasp3 activ | GRK2 inh | JMJD2C inh | proCasp7 act | PP5 inh | HCV core dimer
COc1ccc(-c2nc3n(c(=O)c2C#N)CCS3)c(OC)c1 | 2 | 2 | 5 | 11 | 0 | -2 | -1 | -0.3 | -2
COc1cc(CNCCO)ccc1OC1CCCC1 | -1 | 2 | -5 | 8 | 0 | -4 | -4 | -0.9 | 1
Cc1ccc(C)c(Cc2c(C)nc3c(C(=O)N4CCOCC4)cnn3c2C)c1 | 11 | -3 | -3 | -4 | 0 | 15 | 6 | 1.0 | 0

Remaining list, next part
SMILES | VLA-4 inh | CTSL1 counter | PP1 counter | procasp3 activ | GRK2 inh | JMJD2C inh | proCasp7 act | PP5 inh | HCV core dimer
Cc1ccc(COC(=O)c2cc([N+](=O)[O-])ccc2N2CCOCC2)cc1 | 24 | 3 | 2 | -1 | 3 | -5 | 0 | 0.5 | 6
COc1ccc(N2CCN(C3CC(=O)NC3=O)CC2)cc1 (centres undefined) | -11 | -3 | 0 | -14 | 0 | -19 | -12 | -1.8 | -3
CN(C)/C=C(\C#N)S(=O)(=O)c1ccc(Cl)cc1 | -4 | -6 | -6 | 10 | 2 | -4 | -1 | 0.7 | -7
COc1ccc(S(=O)(=O)N2CCN(C(=O)c3ccc(C)o3)CC2)cc1 | 0 | 1 | 0 | 1 | 2 | -8 | 8 | 2.1 | 7
CC(C)c1c(O)nc(SCc2ccc(F)cc2)[nH]c1=O | 2 | -2 | -1 | -6 | 60* | nt | 2 | -0.5 | -4
Clc1ccc(C2[C@H]3CN(CC4CCCCC4)[C@H](c4ccccc4)C34CC2(c2ccccc2)C4)cn1 (some centres undefined) | 20 | -1 | -4 | 6 | 0 | -1 | -8 | -0.9 | -9
CCn1ccnc1CN(C)C(=O)C1CCC(=O)N(Cc2cccc(F)c2)C1 (centres undefined) | 14 | 0 | -5 | 0 | 0 | 1 | -6 | -4.9 | -5
COc1ccccc1N1CCN(S(=O)(=O)c2cc(-c3cc(C)no3)ccc2C(C)C)CC1 | 9 | 0 | 3 | 7 | 0 | 5 | -9 | 1.2 | 21
O=C(CO/N=C/c1ccc(OC(F)F)cc1)N1CCc2ccccc21 | -14 | -1 | 2 | 0 | 100* | -1 | 5 | 1.6 | 3
CC1CCCC(C)N1C(=O)COC(=O)Cn1cnc2c1c(=O)n(C)c(=O)n2C (centres undefined) | 4 | 1 | -5 | 4 | 0 | 5 | 10 | 0.3 | 1
COCCN1Cc2cccc(C(=O)Nc3ccc(S(=O)(=O)N4CCCCCC4)cc3)c2C1=O | -1 | 3 | -4 | 3 | 0 | -5 | 2 | -1.1 | 3
CC(=O)Nc1ccc(S(=O)(=O)N2CCN(C34CC5CC(CC(C5)C3)C4)CC2)cc1 | 8 | -2 | -3 | 13 | 1 | 1 | 11 | 2.0 | 1
Cc1nc(CSc2nnc3scc(-c4ccccc4)n23)cs1 | 5 | 0 | -2 | -9 | 2 | -3 | 6 | 0.8 | -4
OC1(c2ccc(OC(F)F)cc2)CSC(=Nc2cccnc2)N1C1CC1 (centres undefined) | 13 | -5 | 3 | -1 | 20 | 4 | -2 | 5.4 | 2
O=C(CN1CCN(Cc2ccc(Cl)cc2)CC1)N/N=C/c1ccncc1 | -31 | -1 | 0 | -7 | 0 | 6 | 3 | 1.2 | 2
CCC1C(c2ccccc2)N(C)C(c2ccccc2)CC1(O)c1ccccc1 (centres undefined) | -4 | 2 | 1 | 6 | 0 | 4 | 3 | 5.3 | 17
CC(C)c1ccc(S(=O)(=O)/N=C2\C=C(NS(=O)(=O)c3ccccc3)C(=O)c3ccccc32)cc1 | -8 | 2 | 0 | -10 | 1 | ? | -8 | 3.1 | 1

Ordered by value in GRK2 inh (lowest first): some entries from above.
SMILES	GRK2 inh
CCC1C(c2ccccc2)N(C)C(c2ccccc2)CC1(O)c1ccccc1 (centres undefined)	0
CC(=O)Nc1ccc(S(=O)(=O)N2CCN(C34CC5CC(CC(C5)C3)C4)CC2)cc1	1
OC1(c2ccc(OC(F)F)cc2)CSC(=Nc2cccnc2)N1C1CC1 (centres undefined)	20
